# Mito fusion act = blocks mitochondrial division or promotes mitochondrial fusion; Potency, µM (highest dose often 46.1 µM), for inactives: top-dose growth rescue (activation), most hits filed as activators; 0.23% of 320,000 active; AID 485298; S. cerevisiae fusion-defective mutant growth rescue, CellTiterGlo 48 h;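 further: potency means the concentration at half of the fitted maximal effect; % of control where 0% means no effect; nearly all actives have a fitted effect of over 45% in size; temperature-sensitive fusion mutants such as fzo1-1 at 37 °C on non-fermentable ethanol glycerol medium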
#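 Compounds are tested for their ability to restore growth of mitochondrial fusion-defective yeast strains at non-permissive 37C in YPEG medium over 48 hours. Viability is quantified by luciferase luminescence.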
# KCNH2 3.1 inh = inhibitors of human KCNH2 3.1 potassium channel isoform; U2OS KCNH2 3.1, thallium flux FluxOr; stronger effect = lower value; activity change, % (tested at about 1.8 µM); 0.95% of 340,000 active;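 active means maximum activity change below -70%; inconclusive means maximum activity change from -70% to -50%; inactive means maximum activity change above -50%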;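 further: thallium influx rate constant from kinetic fluorescence after stimulation buffer; on the % scale 0 is the no-effect control and ±100 the full control effect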
#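 Virally transduced U2OS (3.1 isoform, 4 h infection in dark at RT) → overnight 37 C → FluxOr + Red40 in HBSS/HEPES, 45 min → stimulation buffer, 2 min kinetic read → rate constant vs DMSO controls.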
# TRPV1 agonist = agonists of human vanilloid receptor 1 (TRPV1) | activation, % at 8.33 µM | AID 540275 | TRPV1-expressing cells, Fluo-8 calcium influx, agonist mode | 0.19% of 320,000 active | Q8NER1; in the data active means activation above about 80%; inconclusive means between about 30% and that limit; further: 0% is about no effect
# Target sequence (Q8NER1 whole entry, looked up): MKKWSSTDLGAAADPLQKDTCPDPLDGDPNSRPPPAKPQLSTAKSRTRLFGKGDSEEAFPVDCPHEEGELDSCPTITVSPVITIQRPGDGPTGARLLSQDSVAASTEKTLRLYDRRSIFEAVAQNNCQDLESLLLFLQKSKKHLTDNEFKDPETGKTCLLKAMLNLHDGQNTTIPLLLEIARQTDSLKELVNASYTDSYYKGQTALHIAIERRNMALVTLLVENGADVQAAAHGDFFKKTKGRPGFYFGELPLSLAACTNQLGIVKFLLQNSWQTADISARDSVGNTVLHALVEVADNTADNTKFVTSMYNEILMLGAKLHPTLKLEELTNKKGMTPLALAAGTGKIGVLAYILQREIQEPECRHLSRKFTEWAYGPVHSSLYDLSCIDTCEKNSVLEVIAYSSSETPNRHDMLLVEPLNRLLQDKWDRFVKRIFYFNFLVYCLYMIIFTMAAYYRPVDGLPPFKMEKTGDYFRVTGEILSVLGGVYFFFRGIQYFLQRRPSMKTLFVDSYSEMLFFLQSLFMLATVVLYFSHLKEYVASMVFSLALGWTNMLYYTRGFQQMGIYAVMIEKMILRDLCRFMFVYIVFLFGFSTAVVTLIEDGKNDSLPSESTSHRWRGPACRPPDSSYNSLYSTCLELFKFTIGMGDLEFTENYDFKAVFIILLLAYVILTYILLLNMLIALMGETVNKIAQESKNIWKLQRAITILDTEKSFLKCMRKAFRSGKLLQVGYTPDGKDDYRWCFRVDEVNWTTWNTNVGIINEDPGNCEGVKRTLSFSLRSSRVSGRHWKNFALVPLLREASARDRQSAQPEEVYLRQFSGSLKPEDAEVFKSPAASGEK
#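 TRPV1-expressing cells were cultured overnight at 35.5C and loaded with Fluo-8 calcium dye for 40 to 90 min at room temperature. After a 10 s baseline, compound was added and calcium influx was read kinetically for 3 min (ex 480/em 520 nm).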
# USP2a inh = blocks human ubiquitin-specific protease USP2a | O75604 | USP2 core, Ub-CHOP2 coupled fluorogenic reporter, 485/531 | Potency, µM (highest dose often 38.3 µM), inactives show at the highest dose activity change, negative = inhibition, usual class: inhibitors | 0.01% of 330,000 active | AID 463254;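 further: potency means the concentration at half of the fitted maximal effect; plate controls were DMSO wells for no effect and full inhibition by NEM control for full effect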
#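 Cell-free coupled assay: 10nM USP2 core preincubated 30min RT with compound in Tris-HCl pH 8.0/CaCl2/CHAPS buffer, then 25nM Ub-CHOP2 and 25nM reporter substrate; fluorescence (Ex 485/Em 531) read after 60min RT, normalized to NEM inhibition, concentration-response curves fitted.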
# hERG WT inh = blocks the wildtype human KCNH2 potassium channel; Q12809; U2OS, BacMam KCNH2, thallium flux FluxOr; stronger effect = lower value; activity change, % at 1.84 µM; 0.37% of 340,000 active; AID 720551;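 active means maximum activity change below -70%; inconclusive means maximum activity change between -70% and -50%; inactive means maximum activity change above -50%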; further: on the % scale 0 is the no-effect control and ±100 the full control effect
#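 U2OS cells transduced with wild-type KCNH2 virus are loaded with FluxOr dye for 45 min, and thallium flux is measured in kinetic reads before and after stimulation buffer. Rate constants are normalized to DMSO controls.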
# TCR activator = T cell receptor activation; primary human leukocytes, anti-CD3, IL-2 HTRF, 48 h; Potency, µM (doses to about 9.22 µM), for inactives: at the top dose activation of IL-2 secretion, most hits filed as activators; 330,000 tested, under 10 active; AID 504894; further: % of control where 0% means no effect
#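 48 hr co-incubation of compounds, a-CD3 beads and primary human leukocytes; IL-2 quantified homogeneously by HTRF with anti-IL-2 K and d2 conjugates.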
# ELG1 DNA repair = blocks ELG1-dependent DNA repair in HEK293T cells | HEK293T ELG1-luciferase reporter, luminescence, 16 h; DNA damage induced by 5-fluorouridine | Potency, µM (doses to about 46.1 µM), without a hit: at the top dose activity change, negative = inhibition, most hits filed as inhibitors | 2.3% of 330,000 active | AID 504467; further: potency means the concentration at half of the fitted maximal effect; on the % scale 0 is the no-effect control and ±100 the full control effect; nearly all actives have a fitted effect of over 55% in size
#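 5-Fluorouridine DNA damage + compound/DMSO, 2,000 cells/well, 16 h, 37 °C/5% CO2. ONE-Glo, 30 min RT, luminescence. Readout = decrease in reporter signal.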
# Eya2 phos inh = blocks the phosphatase activity of human Eya2; O00167; recombinant Eya2, OMFP fluorescence dephosphorylation (OMFP is methylfluorescein phosphate); Potency, µM (series often up to 76.9 µM), for the others: at the highest dose activity, negative = inhibition, usual class: inhibitors; 0.006% of 330,000 active; further: potency means the concentration at half of the fitted maximal effect; on the % scale 0 is the no-effect control and ±100 the full control effect
#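 Eya2 (0.2 uM) preincubated 10 min at ambient with compound, then OMFP substrate added at 50 uM; 10 min reaction in 50 mM HEPES pH 7.5, 50 mM NaCl, 5 uM MgCl2, 0.05% BSA, 1 mM DTT. Fluorescence read at Ex 485/Em 525 nm.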
# TSHR antagonist = antagonists of human thyroid stimulating hormone receptor; P16473; TSHR-expressing cells, TSH-stimulated cAMP HTRF, 2 h; stronger effect = lower value; activity change, negative = inhibition, % at 11.5 µM; 0.2% of 330,000 active;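 active means activity change below a set negative limit, meaning inhibition stronger than a set level, cut at about -70% in these data; inconclusive means activity change between two set negative limits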; further: on the % scale 0 is the no-effect control and ±100 the full control effect
#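 Freshly harvested TSHR cells receive pin-tooled compound, then EC80 TSH at 4nM final. After 2 hours at 37 deg C, antibody in lysis buffer and cAMP-d2 are added; 30 minutes at ambient temperature precede the HTRF read.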
# A-T KAP1 phos = candidate therapy for ataxia-telangiectasia; Potency, µM (top dose mostly 57.5 µM), for inactives: top-dose activation, most hits filed as activators; 0.19% of 320,000 active; […] A-T fibroblasts, KAP-1 phosphorylation AlphaLISA; neocarzinostatin DNA damage 30 min before lysis; further: potency means the concentration at half of the fitted maximal effect; % of control where 0% means no effect; nearly all actives have a fitted effect of over 45% in size
#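 hTERT-immortalized A-T patient fibroblasts ([…]), 500 cells/well in OPTI-MEM, 1% FBS, got compounds for 60 min, then NCS for 30 min at 37C. Lysates were then assayed for phospho-KAP-1 by AlphaLISA (anti-pKAP1 donor, anti-KAP1 acceptor beads), 6 hr at 25C.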
# * hit, by the source's call; u = inconclusive; x = not tested or not shown; [ ] = dose if it differs, or a comment. Unless noted, the call rests on the fitted dose curve; in most records, active means well fitted curve in the direction sought with a large enough effect; inconclusive means small, poorly fitted or top-dose-only effect, or another doubt; inactive means no such curve, though single readings can be large; an effect the other way counts as inactive or inconclusive. These rows are one share of the data; count on the stated rates, not on these rows.
SMILES,Mito fusion act,KCNH2 3.1 inh,TRPV1 agonist,USP2a inh,hERG WT inh,TCR activator,ELG1 DNA repair,Eya2 phos inh,TSHR antagonist,A-T KAP1 phos
CC(C)Nc1ncnc2c1cnn2Cc1ccc(Cl)cc1,-10.9%,4.9,13.7,0.3%,-3.5,-1.9%,15.9%,0.0%,0.5,1.3%
Cc1nnc(SC(C)C(=O)Nc2ccc(S(=O)(=O)NC3CCCCC3)cc2)s1 (stereo not drawn),-2.6%,2.5,3.1,-1.0%,-16.7,-4.5%[46.1 µM],u,-0.3%,-2.2,3.0%
CCn1c(SCC(=O)N/N=C(\C)c2ccco2)nnc1-c1ccccc1,-2.6%,9.6,0.3,1.0%,-24.9,2.4%,-10.9%,1.5%,-4.6,-2.2%
O=C(Cc1ccc(S(=O)(=O)N2CCOCC2)s1)N1CCN(c2cccc(C(F)(F)F)c2)CC1,3.0%,5.4,3.5,0.0%,4.7,2.0%,u,-4.7%,-21.3,15.1%
CCSC1=NSC2=NC(=O)/C(=C\c3coc4ccccc4c3=O)C(=N)N12,-1.9%,-0.5,15.4,u,-4.1,-4.4%[46.1 µM],16.7%,u,-90.6*,0.2%
CC1CCCCC1NC(=O)CNC(=O)c1ccco1 (stereo not drawn),0.0%,2.3,-0.5,2.5%,9.0,1.8%,11.0%,-4.0%,3.4,-6.3%
C/C(CC(=O)Nc1ccc(F)cc1F)=N\NC(=O)C(=O)N1CCCCC1,6.3%,x,14.4,1.0%,x,x,u,12.8%,14.8,-3.0%
CCOC(=O)C/C(C)=N/NC(=O)CNc1cccc(Cl)c1C,-3.9%,-17.2,2.1,-0.2%,-4.7,-4.2%,-3.0%,-13.7%,-0.7,1.1%
CC1C/C(=C/c2cccs2)C(=O)/C(=C/c2cccs2)C1 (stereo not drawn),22.4%,-11.7,-0.4,-0.4%,-1.9,0.2%,u,6.7%,4.3,3.3%
O=C(NC1CCCC1)C(c1cccnc1)N(C(=O)c1ccco1)c1cccc(F)c1 (stereo not drawn),6.1%,1.1,13.0,0.0%,-6.6,-5.1%,-1.7%,-0.6%,5.5,-3.8%

# In the list so far, these have a furan ring, fused or not:
SMILES,Mito fusion act,KCNH2 3.1 inh,TRPV1 agonist,USP2a inh,hERG WT inh,TCR activator,ELG1 DNA repair,Eya2 phos inh,TSHR antagonist,A-T KAP1 phos
CCn1c(SCC(=O)N/N=C(\C)c2ccco2)nnc1-c1ccccc1,-2.6%,9.6,0.3,1.0%,-24.9,2.4%,-10.9%,1.5%,-4.6,-2.2%
CC1CCCCC1NC(=O)CNC(=O)c1ccco1 (stereo not drawn),0.0%,2.3,-0.5,2.5%,9.0,1.8%,11.0%,-4.0%,3.4,-6.3%
O=C(NC1CCCC1)C(c1cccnc1)N(C(=O)c1ccco1)c1cccc(F)c1 (stereo not drawn),6.1%,1.1,13.0,0.0%,-6.6,-5.1%,-1.7%,-0.6%,5.5,-3.8%

# Carrying on.
SMILES,Mito fusion act,KCNH2 3.1 inh,TRPV1 agonist,USP2a inh,hERG WT inh,TCR activator,ELG1 DNA repair,Eya2 phos inh,TSHR antagonist,A-T KAP1 phos
CC1Cc2cc(/C(O)=C3\C(=O)C(=O)N(CCN(C)C)C3c3ccccc3F)ccc2O1 (stereo not drawn),-3.7%,18.2,-13.4,3.6%,-13.7,2.4%,19.0%,12.3%,3.3,-13.2%
O=C(COC(=O)c1cncc(Br)c1)NC1CC1,-1.3%,21.0,-1.8,-1.5%,-9.8,0.1%,6.0%,-1.2%,6.8,5.9%
Cc1ccccc1C(=O)N=c1c(C#N)cc2c(=O)n3cccc(C)c3nc2n1Cc1ccco1,-1.1%,x,-1.8,6.3%,x,x,-5.4%,-10.2%,15.7,-0.4%
CCNC(=O)CSc1nc(-c2ccc(F)cc2)cs1,-3.5%,-9.4,1.6,0.8%,x,1.5%,u,6.7%,-0.3,8.0%
Cc1cc(C)c(NC(=O)CN2CCC(NC(=O)NC3CCCCC3)CC2)c(C)c1,-2.3%,x,1.9,4.1%,x,x,9.4%,-1.1%,4.5,16.4%
O=C1CSC(c2ccc(F)c(F)c2)N1c1ccccc1F (stereo not drawn),-25.9%,8.5,1.5,-0.9%,-4.6,-1.9%,0.0%,-23.1%,2.0,11.4%
CCOc1ccccc1C(=O)N[C@H](C(=O)OCc1cc([N+](=O)[O-])cc2c1OCOC2)C(C)C,23.0%,-6.0,-2.7,0.2%,-3.7,3.5%[46.1 µM],20.6µM*,-6.4%,1.7,-10.8%
CS(=O)(=O)Nc1nnc(CCc2ccccc2)s1,0.3%,5.3,-0.4,1.1%,7.1,2.8%,4.5%,14.5%,-4.0,3.8%
Cc1cc(C(=O)Cn2nc(C(=O)O)c3ccccc3c2=O)c(C)n1-c1ccc(OC(F)F)cc1,8.3%,-9.8,-8.6,-17.1%,5.1,-49.1%,u,5.8%,-21.9,2.2%
COc1ccc(NC(=O)NC2(C)CCS(=O)(=O)C2)cc1 (stereo not drawn),0.3%,-4.4,-1.8,1.4%,16.9,-2.3%,u,-1.6%,-6.3,7.4%

# Complete entries, quoted from the list. Order of values: Mito fusion act | KCNH2 3.1 inh | TRPV1 agonist | USP2a inh | hERG WT inh | TCR activator | ELG1 DNA repair | Eya2 phos inh | TSHR antagonist | A-T KAP1 phos
# `CS(=O)(=O)Nc1nnc(CCc2ccccc2)s1` across the screens: 0.3% | 5.3 | -0.4 | 1.1% | 7.1 | 2.8% | 4.5% | 14.5% | -4.0 | 3.8%
# `COc1ccc(NC(=O)NC2(C)CCS(=O)(=O)C2)cc1` (stereo not drawn) across the screens: 0.3% | -4.4 | -1.8 | 1.4% | 16.9 | -2.3% | u | -1.6% | -6.3 | 7.4%

# From PubChem
